Screening results as filed in PubChem.
BB579 growth dn = growth inhibitors of yeast BB579 in restrictive medium, primary screen, yeast lifespan-shortening project, S. cerevisiae; AID 804, 2007; inhibition, % at 10 µM; OD615, 48 h; actives 0.51% (n = 140,000);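 active means inhibition above a set limit, 3 SD over the mean compound inhibition, cut at about 44% in these data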; further: inactives centre near -24
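Test system: DeaD yeast strain BB579 / Buffer or medium: restrictive glucose-based CSMM-D medium / Doses: single 10 µM dose / Schedule: 4 h cell preincubation, 48 h compound exposure, 30 °C humidified / Technique: culture absorbance at 615 nm / Controls: amphotericin B positive control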
E-sel TNF inh = E-selectin induction blockers in HUVEC – imaging, immunofluorescence, high content, primary screen; inhibition, % at 2 µM; HUVEC TNFa-induced E-selectin immunofluorescence; actives 0.71% (n = 120,000);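 active means inhibition above the batch mean plus 3 SD, and confirmed as a hit on visual image review, cut at about 43% in these data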;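 further: 0% = TNF-stimulated DMSO wells and 100% = unstimulated control wells; not every result past the cut was called active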
Measles CPE = compounds protecting cells from measles virus cytopathic effect, primary screen, measles RdRp inhibitor project, single point, MLSMR library, absorbance; Measles virus-infected cells, CPE protection; protection (pct of control), % at 4 µM; actives 1.5% (n = 140,000); AID 841, 2007; in the data active means protection mostly above about 24%, no sharp cut-off; inactive means mostly below about 26%; further: some compounds called inactive have numbers as strong as hits
bCat KO growth = primary screen for growth suppressors in beta-catenin knockout HCT116 cells (colon tumor, human); actives 1.5% (n = 140,000); viability, % at 10 µM; HCT116 beta-catenin knockout viability, CellTiter-Glo, 60 h; stronger effect = lower value;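 active means viability at or under a set limit, the compound median less 4 SD, cut at about 6% in these data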;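 further: 0% = Hyamine 1622 control at 20 µM and 100% = untreated cell control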
PTEN del growth = growth suppression of PTEN-null HCT116, primary screen, cell-based, CellTiter-Glo. HCT116 PTEN-null viability, 60 h; stronger effect = lower value. viability, % at 10 µM. actives 1.2% (n = 140,000). AID 827, 2007;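 active means viability at or below a set limit, 4 SD under the median of all tested compounds, cut at about 3.7% in these data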;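 further: PTEN knockout HCT116 line with beta catenin targeted HCT116 as companion control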
NPY Y2 blocker = NPY-Y2 receptor antagonists, primary screen, cell-based; Neuropeptide Y receptor type 2 (Homo sapiens), P49146; NPY-Y2 expressing cells, antagonist mode; inhibition, % at 2.7 µM; actives 0.99% (n = 140,000); in the data active means inhibition above about 17%;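 further: 0% = vehicle with agonist challenge and 100% = reference antagonist with challenge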
Target sequence (P49146 whole entry, looked up): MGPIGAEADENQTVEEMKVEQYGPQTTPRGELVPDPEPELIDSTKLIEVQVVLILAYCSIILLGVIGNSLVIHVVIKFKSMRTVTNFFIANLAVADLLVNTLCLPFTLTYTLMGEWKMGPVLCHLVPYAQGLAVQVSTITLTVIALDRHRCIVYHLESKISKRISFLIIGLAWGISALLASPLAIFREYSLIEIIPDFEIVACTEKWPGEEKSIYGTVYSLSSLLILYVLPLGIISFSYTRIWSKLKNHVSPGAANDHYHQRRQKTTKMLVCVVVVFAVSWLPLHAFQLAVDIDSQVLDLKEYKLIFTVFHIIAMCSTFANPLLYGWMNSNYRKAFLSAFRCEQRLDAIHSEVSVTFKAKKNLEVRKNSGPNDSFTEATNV
Yeast lifespan up = compounds extending yeast replicative lifespan, primary screen, S. cerevisiae, OD615 | inhibition of the nicotinamide effect, % at 10 µM | S. cerevisiae growth with nicotinamide; deaD strain in restrictive glucose medium | AID 775, 2007 | actives 0.68% (n = 130,000);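 active means inhibition above a set limit, placed 3 SD over the median of all compounds, cut at about 26% in these data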;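 further: 0% = nicotinamide-treated wells and 100% = cells grown without nicotinamide; some compounds called inactive have numbers as strong as hits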
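assay system = DeaD-strain S. cerevisiae | measured by = absorbance at 615 nm | probe or stimulus = nicotinamide 1.5 mM | buffer or medium = CSMM-D glucose medium, restrictive | times = 48 h at 30 °C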
MRP-1 activ = H69AR viability gain despite doxorubicin, primary screen, MRP-1 activator project, H69AR cells, CellTiter-Glo. viability rescue. viability increase, % at 10 µM. actives 0.61% (n = 140,000). AID 799, 2007;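 active means viability gain under doxorubicin at or above a set limit, the compound median plus 3 SD, cut at about 4.7% in these data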;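 further: MRP-1 overexpressing cells given doxorubicin 25 µM after compound pretreatment; 18-22 h compound pretreatment then 72 h with doxorubicin before readout; 0% = doxorubicin-only wells and 100% = vehicle-treated cells without doxorubicin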
GALR2 blocker = GALR2 antagonists in receptor-expressing cells, primary screen. Galanin receptor type 2 (Homo sapiens), O43603. antagonist mode. inhibition, % at 4 µM. actives 0.39% (n = 140,000). AID 828, 2007; in the data active means inhibition above about 27%;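 further: cells stimulated with galanin 1-16 at roughly its EC80; 0% = agonist challenge control and 100% = basal control without agonist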
Target sequence (O43603 whole entry, looked up): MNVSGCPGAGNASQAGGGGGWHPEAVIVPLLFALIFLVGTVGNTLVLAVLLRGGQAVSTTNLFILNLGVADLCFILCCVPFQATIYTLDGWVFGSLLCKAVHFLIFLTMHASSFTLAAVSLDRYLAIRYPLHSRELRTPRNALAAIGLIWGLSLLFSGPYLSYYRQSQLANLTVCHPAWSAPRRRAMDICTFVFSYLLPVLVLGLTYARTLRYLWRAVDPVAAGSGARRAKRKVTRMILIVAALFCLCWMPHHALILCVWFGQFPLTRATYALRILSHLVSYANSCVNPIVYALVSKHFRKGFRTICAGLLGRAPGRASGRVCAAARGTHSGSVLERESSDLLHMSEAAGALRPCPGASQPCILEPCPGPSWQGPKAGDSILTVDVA
Phagocyt inh = inhibitors of macrophage phagocytosis, primary screen, imaging, J774A.1 cells, IgG beads. AID 1029, 2008. inhibition, % at 5 µM. actives 0.07% (n = 110,000). J774A.1 macrophage IgG-bead phagocytosis;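 active means inhibition above the mean of the plate negative controls plus 5 SD, cut at about 13% in these data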;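 further: phagocytic index as fraction of beads internalized from green versus red external bead signal; plate controls were DMSO negative control for no effect and cytochalasin-D positive control for full effect; some results beyond the cut were filed as inactive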
Active calls of the source: *; x = no result given. Outcome played no part in choosing rows (roughly 6.1% active in at least one column).

structure,BB579 growth dn,Measles CPE,NPY Y2 blocker,Yeast lifespan up,GALR2 blocker,Phagocyt inh,PTEN del growth,E-sel TNF inh,MRP-1 activ,bCat KO growth
Cc1cc(NCCCN(C)C)n2nc(-c3cccs3)cc2n1,-36,8,1,x,7,x,83,-6,-3.0,82
CCC(C)[C@H](NC(=O)OC(C)(C)C)C(=O)N/N=C/c1cccc2nccnc12 (some centres undefined),-61,10,1,-4,-6,-1,84,16,-1.0,66
Cc1ccc(CN2CCN(CC(=O)N/N=C/c3c[nH]c4ccccc34)CC2)cc1,-4,2,2,-1,-7,-12,84,x,1.3,91
O=C(Nc1ccccc1N1CCCCC1)c1ccc2nccnc2c1,-66,5,7,-15,-17,-3,69,1,-2.0,71
CCc1ccc2c(CN(CC)Cc3nc4ccccc4c(=O)[nH]3)cc(=O)oc2c1,-28,13,-2,-13,4,-1,64,0,-1.4,65
COc1ccc(N2C(=O)CC(NC3CC3)C2=O)cc1 (centres undefined),-28,4,4,-21,5,0,98,-9,-1.5,94
c1ccc(CSc2nnnn2-c2ccccc2)cc1,23,3,1,-16,-3,-1,101,42,0.5,100
CC(=O)N/C(=C/c1ccccc1)C(=O)N1CCCCC1,3,x,2,-4,-5,-5,94,x,-0.7,92
O=C(/C=C/c1ccc2c(c1)OCO2)N1CCN(c2ccccc2F)CC1,-36,13,10,-10,-13,-4,90,13,-2.2,73
C=CCC1c2cccc(C(=O)OC)c2C(=O)N1c1ccccc1 (centres undefined),-13,9,4,-19,-3,x,88,-8,-3.6,79
Cc1cc(C)n2cc(CSc3nnc(SCc4cn5c(C)cc(C)nc5n4)s3)nc2n1,-68,7,2,-5,7,-1,111,-9,-0.8,93
O=C(NCc1ccncc1)/C(=N/O)c1ccccc1,-30,4,1,-1,-3,1,110,x,-2.2,91
C=CCN=C1SC(C)C(=O)N1S(=O)(=O)c1ccccc1 (centres undefined),-84,14,1,-13,-16,-1,105,9,-0.8,98
CCC(C)N1CC23C=CC(O2)C(C(=O)OCc2ccccc2)C3C1=O (centres undefined),-29,20,1,-4,-10,0,90,-10,-3.6,89
Cc1ccc(CN(c2ccc(C(=O)N3CCc4ccccc4C3)cc2)S(C)(=O)=O)cc1,-6,18,6,-9,-12,-2,75,13,-3.1,76
CCOC(=O)N1CCN(C(=O)c2ccc(C)c(S(=O)(=O)Nc3ccccc3)c2)CC1,-34,11,2,4,3,0,72,7,-2.9,82
CC(C)n1c(=N)c(C(=O)NCCc2ccccc2)cc2c(=O)n3ccccc3nc21,-23,4,9,-1,-22,x,24,-25,-3.2,21
CCCC(=O)NC(=S)Nc1sc2c(c1C(N)=O)CCC2,2,4,1,0,-1,-2,106,x,-2.1,99
Cc1ccc(NS(=O)(=O)c2ccc(CCC(=O)O)cc2)cc1,-28,6,1,-3,6,-2,94,-64,0.1,97
CCc1nnc(NC(=O)CCN2C(=O)c3ccccc3C2=O)s1,-44,9,2,-6,6,1,100,-17,-1.5,93
Cc1sc2nc(SCC(=O)NCc3cccs3)[nH]c(=O)c2c1C,-34,6,4,-23,7,-1,85,x,-2.9,78
CNC(=O)OCc1cccc(COC(=O)NC)n1,-19,46*,1,-4,-16,-1,92,x,-1.9,101
CCOC(=O)Nc1ccc(S(=O)(=O)Nc2cc(C)on2)cc1,-19,16,2,-12,-1,-1,99,-7,-0.7,94
O=C(COC(=O)c1ccc(Cl)c(S(=O)(=O)N2CCCC2)c1)NC1CCCC1,-11,6,-1,-11,-2,-1,109,-13,-0.2,97
Cc1nnc(N2C(=O)C(O)=C(C(=O)c3ccco3)C2c2ccc(C(C)(C)C)cc2)s1 (centres undefined),-19,5,3,x,-16,x,90,5,-2.8,86
Oc1c(Br)cccc1/C=N/Nc1c(F)c(F)c(F)c(F)c1F,-49,5,1,-1,6,-8,43,x,-4.0,51
CC(C)CCn1c(N2CCN(c3cccc(Cl)c3)CC2)nc2c1c(=O)[nH]c(=O)n2C,-74,16,7,-8,14,x,20,-35,-1.6,36
CC(=O)C(N=Nc1ccccc1)(Sc1nnc(-c2ccccc2)n1-c1ccccc1)C(=O)Nc1ccccc1 (centres undefined),-30,20,-4,-6,-6,0,69,-2,-2.9,78
COc1ccc(C(=O)N/C(=C\c2ccccc2)C(=O)NC(CCSC)C(=O)O)cc1 (centres undefined),-20,7,2,4,1,-5,101,21,-0.9,101
Cc1cccc(C)c1NC(=O)CCN1C(=O)C2C3CCC(C3)C2C1=O (centres undefined),8,21*,0,-12,4,0,94,35,-1.9,98

2 records drawn at random from the list so far:
structure,BB579 growth dn,Measles CPE,NPY Y2 blocker,Yeast lifespan up,GALR2 blocker,Phagocyt inh,PTEN del growth,E-sel TNF inh,MRP-1 activ,bCat KO growth
Cc1ccc(NS(=O)(=O)c2ccc(CCC(=O)O)cc2)cc1,-28,6,1,-3,6,-2,94,-64,0.1,97
O=C(COC(=O)c1ccc(Cl)c(S(=O)(=O)N2CCCC2)c1)NC1CCCC1,-11,6,-1,-11,-2,-1,109,-13,-0.2,97

Next compounds:
structure,BB579 growth dn,Measles CPE,NPY Y2 blocker,Yeast lifespan up,GALR2 blocker,Phagocyt inh,PTEN del growth,E-sel TNF inh,MRP-1 activ,bCat KO growth
COC(=O)CSc1nnc(-c2ccc(S(=O)(=O)N3CCCCC3)cc2)o1,-55,10,0,-12,2,0,108,17,-0.9,94
Cc1cccc(Oc2ncnc3onc(C)c23)c1,-16,1,-1,-5,0,0,112,6,-0.5,110
Cc1ccc(S(=O)(=O)NNC(=O)C2COc3ccccc3O2)cc1 (centres undefined),-25,12,2,-2,10,-8,102,x,-0.5,97
CCOc1ccccc1NC(=O)Nc1cc(OC)ccc1OC,-64,5,0,-18,2,-1,97,6,-1.9,93
Cc1cccc(/N=C/c2c(O)[nH]c3ccccc23)n1,-32,8,-2,-9,10,1,70,x,-3.1,80
CCOc1ccc(C)cc1-n1nc2ccccc2n1,-26,2,0,-9,3,-3,94,51*,-2.2,93
COc1ccccc1NC(=O)C1C2C=CC(O2)C1C(=O)O (centres undefined),-24,5,2,-9,-2,0,97,24,-1.8,92
CCN1CCC2(CC1)N=C(c1ccc(F)cc1)C(=S)N2C(=O)c1ccc(C(C)(C)C)cc1,-21,5,3,3,-15,-10,102,25,0.5,90
Fc1ccc(C2=CC(c3ccc(Br)o3)n3ncnc3N2)cc1 (centres undefined),-21,7,3,0,18,0,84,0,-2.2,83
CCOC(=O)c1cnc(SC)nc1Oc1cccc(NS(=O)(=O)c2ccc(C)cc2)c1,-27,13,4,4,-9,-1,85,x,-1.4,81
COc1ccc2nc(SCc3cccc(C)c3)nc(C)c2c1,-47,8,11,-7,-3,-6,85,x,-0.4,92
CCOc1ccc(N2CC(C(=O)Oc3ccccc3)CC2=O)cc1 (centres undefined),-46,23,-1,-12,-13,x,92,-1,-1.9,91
COc1ccccc1Nc1ncc(C(=O)Nc2ccc(OC)c(OC)c2)c2ccccc12,-49,22,0,0,11,x,92,-7,-1.6,90
Cc1ccc(NC(=O)c2cnn(-c3ccccc3)c2NC(=O)c2ccco2)cc1,-34,12,0,-10,17,1,99,x,-0.3,89
Cc1nn(C(=O)c2cccnc2)c(C)c1Sc1ccccc1,-33,17,3,8,-2,-5,87,6,-3.2,89
O=C(c1cccs1)c1coc2ccc(O)c(CN(CCO)CCO)c12,-19,18,-3,1,-16,2,95,9,0.0,98
COC(=O)c1ccccc1NC(=O)C1CCCN(c2nnc(-n3cccc3)s2)C1 (centres undefined),-12,30,5,-9,2,0,100,17,-2.2,90
C=CCOc1ccc(CNC(C)(C)CO)cc1OC,-27,2,1,-3,-6,x,90,25,-2.9,93
CC(C)NC(=O)/C(=C/c1cn(-c2ccccc2)nc1-c1cccc([N+](=O)[O-])c1)NC(=O)c1ccccc1,-20,13,0,1,-3,1,84,1,-0.3,85
O=C1NCCCN1Cc1ccc(F)cc1,-36,13,9,4,4,4,105,x,-2.3,99
Cc1cccc(NC(=O)Cc2cccs2)n1,-6,19,2,-7,3,2,95,1,-1.8,93
Cc1nn(-c2ccccc2)c2nc(=O)n(-c3ccccc3)cc12,-4,4,1,-24,3,-1,94,38,-2.8,99
O=C(C1CCCN1S(=O)(=O)c1ccc(Cl)cc1)N1CCOCC1 (centres undefined),-57,2,2,-1,-5,x,102,-22,-0.6,95
COc1cccc(CN2CCSCC2)c1,-36,0,0,-5,-8,2,91,6,2.1,86
CS(=O)(=O)N(Cc1ccccc1)c1ccc(C(=O)N2CCc3ccccc3C2)cc1,1,8,8,-21,10,x,62,1,-3.4,65
O=C(Nc1nc2ccc(S(=O)(=O)N3CCCCC3)cc2s1)c1cccnc1,-21,20,6,-7,-4,-1,99,-5,-3.1,92
CCOC(=O)c1c(NC(=O)COC(=O)Cn2c(C)nc3ccccc32)sc2c1CCCC2,-24,15,10,-7,12,3,100,x,-2.7,95
CCOC(=O)c1c(N)sc(C(=O)N(C)C)c1C,-66,10,-1,-4,-3,-1,106,4,-0.8,98
O=C(CSc1nnc(CNc2ccc(F)cc2)n1-c1ccccc1)N1CCOCC1,2,10,4,x,4,x,91,4,-1.4,93
Cc1ccc(C)c2c1sc(=NC(=O)CN1C(=O)CCC1=O)n2C,-24,9,0,-3,5,1,90,22,-2.3,86
CN1CCN(C(=O)c2cc(Cl)ccc2Cl)CC1,10,3,2,4,-3,-1,93,-12,-2.2,107
C=CCNC(=O)c1cc2c(C(F)(F)F)nn(C)c2s1,-30,21,-1,-34,-10,1,84,5,-1.9,98
CCCC(=O)N1CCN(c2nc(CC(C)C)c3c(c2C#N)CCC3)CC1,14,23,5,-18,-2,-4,58,x,-1.9,64
O=C(c1ccc2c(c1)OCO2)N(Cc1ccco1)C1(C(=O)NC2CCCCC2)CCCCC1,-35,2,28*,-9,0,-1,32,27,-2.0,36
CNC(=S)SCCOc1ccc(C)cc1,-6,3,4,-3,-5,-7,106,13,-1.6,90
COc1ccc(C)cc1NC1=C(Cl)C(=O)N(C2CCCCC2)C1=O,-38,14,6,-31,1,-3,73,-29,-4.1,74
COc1ccc(N2CCN(C(=O)C34CCC(C)(C(=O)C3)C4(C)C)CC2)cc1 (centres undefined),10,21,2,-7,-3,1,95,5,-0.6,102
CCCCn1c(CNC(=O)C(C)(C)C)nc2ccccc21,-16,7,-2,-3,-3,x,97,x,-3.0,97
O=C(O)c1cc(Cl)c(Cl)cc1C(=O)Nc1cccc2cccnc12,-27,14,4,9,0,-4,89,x,-1.3,88
